Screening results from PubChem BioAssay.
14-3-3 Bad PPI = disrupts binding of bovine 14-3-3 zeta to phospho-Bad peptide; P63103; TR-FRET 14-3-3zeta/Dy647-pBad peptide displacement, 1 h; inhibition, % at 21.7 µM; actives 0.71% (n = 220,000); AID 781;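 active means inhibition above about 70%, limit read from the data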;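 further: 0% = full 14-3-3 plus peptide FRET controls and 100% = background without 14-3-3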
Runt-SMMHC FRET = blocks binding of human RUNX1 Runt domain to CBFb-SMMHC. inhibition, % at 20 µM. actives 0.74% (n = 220,000). Q01196+Q13951. Cerulean-Runt/Venus-CBFb-SMMHC FRET ratio 530/480, 1 h;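 active means mean inhibition across duplicate retests at 20 µM reaching about 50%, limit read from the data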;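 further: 0% = DMSO wells and 100% = wells with excess untagged CBFb-SMMHC; inhibitors lower the FRET ratio by blocking Runt binding to CBFb-SMMHC; some results filed as inactive read as strong as hits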
FXIa inh 1536 = inhibitors of human coagulation factor XIa; purified FXIa, Boc-Glu-Ala-Arg-AMC fluorogenic substrate; inhibition, % at 5 µM; P03951; actives 0.14% (n = 220,000); AID 798;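 active means inhibition of at least 40%; inactive means inhibition below 40%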;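 further: fluorescence of freed AMC excited at 355 nm; 0% = enzyme without compound and 100% = no enzyme blank; many of its hits are not listed in these tables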
FXIIa inh 1536 = blocks human coagulation factor XIIa protease activity | P00748 | purified FXIIa, Boc-QGR-AMC fluorogenic substrate, 2 h | inhibition, % at 5 µM | actives 0.3% (n = 220,000) | AID 800; in the data active means inhibition above about 40%;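 further: 0% = enzyme with no compound and 100% = blank without enzyme; many of its hits are not listed in these tables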
Wee1 degr inh = inhibitors of human Wee1 degradation; P30291; HeLa Luc-Wee1K328M stability, luciferase luminescence; 100% = proteasome inhibitor MG132 effect; reporter increase, % at 5 µM; actives 1.2% (n = 220,000);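 active means activation above the mean of all tested compounds plus 3 SD, set per screening run, cut at about 8.8% in these data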;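 further: cells exposed to compound for 20 h before luminescence read; 0% = DMSO alone and 100% = MG132 at 30 µM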
KLK5 inh = kallikrein 5 (human) inhibition; recombinant hK5, fluorogenic AMC substrate cleavage; inhibition, % at 5 µM; actives 0.59% (n = 210,000); AID 873;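 active means inhibition of 40% or more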;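 further: 0% = enzyme controls without compound and 100% = no-enzyme blanks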
Target sequence (Q9Y337 67-293 limits assumed): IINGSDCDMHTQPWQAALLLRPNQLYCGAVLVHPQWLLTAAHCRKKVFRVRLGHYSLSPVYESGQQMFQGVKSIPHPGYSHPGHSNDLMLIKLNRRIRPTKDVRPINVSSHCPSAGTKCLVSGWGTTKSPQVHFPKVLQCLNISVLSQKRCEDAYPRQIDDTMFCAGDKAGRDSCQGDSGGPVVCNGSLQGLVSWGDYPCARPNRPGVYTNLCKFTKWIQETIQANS
Runt-CBFb FRET = Runt domain-CBFb interaction inhibition; Cerulean-Runt/Venus-CBFb FRET ratio 530/480, 1 h; inhibition, % at 20 µM; actives 0.46% (n = 220,000);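 active means inhibition over about 50% at 20 µM in the single-dose screen, limit read from the data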;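 further: 0% = DMSO wells and 100% = excess unlabeled CBFb competitor control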
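Reagent – Venus-CBFb binding partner, 100 nM · Assay system – Cerulean-tagged RUNX1 Runt domain (FRET donor) fusion protein · Input – 100 nM per protein · Incubation – two 1 h room-temperature incubations shielded from light · Measured by – FRET fluorescence · Medium – Tris buffer pH 7.5 with salts and BSA · Benchmarks – unlabeled CBFb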
Thrombin inh = thrombin (human) inhibition | P00734 | alpha-thrombin, Boc-VPR-AMC fluorogenic substrate cleavage | inhibition, % at 5 µM | actives 0.26% (n = 220,000);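 active means inhibition at or above 40%; inactive means inhibition below 40%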;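 further: 0% = enzyme with no compound and 100% = wells without enzyme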
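signal = AMC fluorescence, 355/460 nm | material = human alpha-thrombin enzyme | control set = enzyme without compound as high, wells lacking enzyme as low | times = reaction at room temperature | read-out basis = percent inhibition scaled between no-compound controls and no-enzyme blanks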
Hck Nef HTS = human Hck-Nef kinase inhibition. P08631. Recombinant Hck-YEEI plus Nef, Z-Lyte FRET kinase assay. inhibition, % at 20 µM. actives 0.68% (n = 220,000). AID 463187;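 active means Hck-Nef kinase inhibition above about 50%, limit read from the data; inactive means inhibition below that limit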;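 further: 0% = DMSO with Hck plus Nef and 100% = Hck alone without Nef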
Target sequence (P08631 whole entry, looked up): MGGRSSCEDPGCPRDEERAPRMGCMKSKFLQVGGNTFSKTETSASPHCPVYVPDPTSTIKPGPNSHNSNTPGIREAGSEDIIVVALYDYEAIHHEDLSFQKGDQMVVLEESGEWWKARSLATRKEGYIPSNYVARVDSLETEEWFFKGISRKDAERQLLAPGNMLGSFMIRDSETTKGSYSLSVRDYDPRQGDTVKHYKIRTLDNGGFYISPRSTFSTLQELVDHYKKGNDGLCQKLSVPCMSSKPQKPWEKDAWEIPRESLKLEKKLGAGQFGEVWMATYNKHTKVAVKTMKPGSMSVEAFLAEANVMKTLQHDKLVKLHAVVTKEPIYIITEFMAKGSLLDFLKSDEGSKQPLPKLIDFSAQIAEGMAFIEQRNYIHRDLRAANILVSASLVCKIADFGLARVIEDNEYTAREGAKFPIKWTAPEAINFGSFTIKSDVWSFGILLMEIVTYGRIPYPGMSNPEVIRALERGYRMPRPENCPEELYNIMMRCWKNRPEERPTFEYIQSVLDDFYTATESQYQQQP
An asterisk follows results filed as active; . = not tested or not shown; [ ] = dose if it differs, or a comment.

SMILES	14-3-3 Bad PPI	Runt-SMMHC FRET	FXIa inh 1536	FXIIa inh 1536	Wee1 degr inh	KLK5 inh	Runt-CBFb FRET	Thrombin inh	Hck Nef HTS
Cc1cccc(OCc2nnc3n2CCCCC3)c1	8	2	7	-2	3	-8	-1	1	2
O=C(Nc1c(F)cc(F)cc1Br)c1cc(-c2ccco2)on1	8	1	-4	6	2	-28	-2	-7	1
O=C(CSc1ncnc2c1nnn2Cc1ccc(F)cc1)NC1CCCC1	-1	1	-1	9	-1	1	0	-2	5
Nc1nc(-c2ccccc2)c(-c2ccc([N+](=O)[O-])cc2)s1	-4	-95	0	3	-2	-4	-32	-10	12
O=C(Nc1ccccc1Cl)Nc1ccccc1Cl	2	-2	1	3	-1	1	0	0	3
COc1ccc(NS(=O)(=O)c2cccc(NC(=O)c3ccc(S(=O)(=O)N4CCCCCC4)cc3)c2)cc1	-24	2	2	11	0	-18	0	1	0
CCOC(=O)C1CCCN(C(=O)c2ccc(Cn3c(=S)[nH]c4cc(C(=O)OC)ccc4c3=O)cc2)C1 (centres undefined)	-4	-1	-3	8	-2	3	-4	-11	23
O=C(NC(=S)NCCSc1ccccc1)c1cccnc1	-19	0	23	23	0	-10	1	5	3
Cc1ccc(S(=O)(=O)Nc2c3ccccc3nc(=O)n2-c2ccccc2)cc1	2	14	7	5	1	4	4	0	4
COc1ccc(N2CCN(C(=O)CCCn3c(=O)[nH]c4ccsc4c3=O)CC2)cc1	9	-4	2	11	-2	-2	3	-6	2
CC(C)(C)NC(=O)c1ccccc1NC(=O)C1CCCO1 (centres undefined)	3	-2	39	.	2	19	0	34	-20
C=CCNS(=O)(=O)c1ccc(OCC(=O)OC)cc1	-6	-2	-7	-2	-3	6	0	-5	2
O=S1(=O)N=C2CCCCCN2C(c2ccccc2)N1 (centres undefined)	-7	2	-1	10	-4	1	0	-6	0
O=C(NC(=S)Nc1ccc(Cl)cn1)C(c1ccccc1)c1ccccc1	3	2	6	19	-1	-3	2	0	-2
COc1ccc(OC)c(NC(=O)N2CCCC(C(=O)c3ccccc3OC)C2)c1 (centres undefined)	-14	0	8	10	1	0	12	-2	20
O=C(NCc1ccco1)c1cc(-c2ccc3c(c2)OCO3)on1	10	-6	3	9	-1	1	0	4	2
O=C(C1CCC1)N1CCc2cc(S(=O)(=O)NCC3COc4ccccc4O3)ccc21 (centres undefined)	2	2	-14	-4	3	-13	-1	-7	1
O=C(CCNC(=O)c1ccccc1)Oc1ccc([N+](=O)[O-])cc1	-6[fluorescence artefact?]	-6	4	16	-1	0	-2	2	4
COc1cc([N+](=O)[O-])ccc1-c1ccc(/C=N/NC(N)=O)o1	3	-41	30	22	2	20	-18	14	-7
Cc1ccc(C(=O)CC2(O)C(=O)N(C)c3ccccc32)o1 (centres undefined)	1	0	4	12	1	-3	2	4	1
NS(=O)(=O)c1ccc(NC=C2C(=O)OC3(CCCCC3)OC2=O)cc1	14	-4	6	11	4	-18	-1	0	-10
Clc1ccc(CNC2CCCC2)cc1	4	-2	3	6	0	-9	2	3	1
CCOC(=O)c1sc(N(Cc2ccccc2)C(=O)COC(=O)c2ccc(O)cc2)nc1C	9	2	0	4	-4	-8	-1	-11	3
CCSc1nn2c(=O)c3ccccc3nc2s1	1	-3	3	23	15*	-2	2	2	15
Fc1ccc(Nc2nc(Oc3ccccc3F)nc(N3CCCC3)n2)cc1	0	-6	0	6	-1	-143	0	2	3
COC(=O)Cn1c(=O)oc2ccc(C)cc21	-2	3	-3	10	1	2	0	-4	43
O=S(=O)(c1cc(C(F)(F)F)ccc1Cl)N1CCN(c2ccccn2)CC1	-1	1	-2	5	1	-2	-1	-1	14
CCc1nc2c(sc3nc4c(cc32)COC(C)(C)C4)c(=O)n1Cc1ccccc1	11	-4	5	6	-1	0	-9	-4	1
COc1ccc(C)cc1-n1c(N)c(C#N)c(C#N)c1-c1ccc(OC)c(OC)c1OC	4	-1	-6	-5	1	-15	0	-6	0
CCOC(=O)C1C(c2ccccc2)C(C(=O)OCC)S(=O)(=O)C(CCN(CC)CC)S1(=O)=O (centres undefined)	-12	1	-3	3	-1	-1	-2	-4	16
O=C(Nc1ccc(S(=O)(=O)NC2=NCCCCC2)cc1)c1ccccc1Cl	5	-3	1	9	1	-2	1	2	21
O=[N+]([O-])c1ccc(C=Nc2ccc(Cl)cc2Cl)s1	-9	1	1	6	5	-13	0	0	1
C#CCOc1nc(OCC#C)nc(OCC#C)n1	1	4	5	6	1	3	-2	3	0
COC(=O)c1scc(C)c1NC(=O)Nc1ccccc1	-8[fluorescence artefact?]	0	1	15	-3	-61	-2	-1	1
COC(=O)c1ccc(S(=O)(=O)N2C3CCC2CC(NC(=O)C2CC2)C3)cc1 (centres undefined)	10	2	4	12	-1	-3	0	0	2
Cc1cccc(NC(=S)NNC(=O)CC(C)O)c1C (centres undefined)	-11	1	4	18	3	-14	-2	0	0
CCc1cccc(C)c1N(C(=O)Cn1c(CO)nc2ccccc21)C(C)COC (centres undefined)	1	2	-4	10	2	-1	-3	-2	9
O=C(O)C1CC=CCC1C(=O)N1CCN(c2nc(-c3ccccc3)c3ccccc3n2)CC1 (centres undefined)	-2	30	7	12	0	10	10	6	6
CC(/C=C/C1(O)C(C)CC(O)CC1(C)C)OC1OC(CO)C(O)C(O)C1O (centres undefined)	7	2	3	7	.	2	1	3	32
COc1ccc(NC(=O)CSc2ccccc2)c(OC)c1	-4[fluorescence artefact?]	-4	4	15	1	-6	-2	1	8
Cc1cccc(C(=O)NNc2ncnc3c2cnn3C)c1	-11	2	2	7	-2	-1	-2	-1	13
CCC(C)c1ccc(NC(=S)NCc2ccccc2OC)cc1 (centres undefined)	-20	1	-2	4	17*	1	-1	-2	16
CCn1c(=O)c2cc(C(=O)NC(C)C)sc2c2ccccc21	9	-4	3	6	-2	3	0	0	20
Cc1noc(C)c1S(=O)(=O)N1CCC(C(=O)Nc2ccccn2)CC1	-2	-2	-5	-5	2	-3	1	-3	0
Cc1cc(C)n(NC(=S)NC2CCCCC2)c(=O)c1C#N	-5	0	-1	4	4	-1	0	-3	-4
NNC(=O)c1oc2ccccc2c1-n1cccc1	-4	-1	2	4	-3	5	0	0	22
Cc1ccc(C)c(C(=O)CCC(=O)O)c1	5	-3	-4	-4	-2	-5	1	-10	13
CCCCN1C(=O)NC(NC(=O)c2ccco2)(C(F)(F)F)C1=O (centres undefined)	3	-2	-3	10	17*	8	1	-5	2
S=C1NCN(Cc2ccco2)CN1c1ccccc1	-4	3	-7	0	0	-6	1	0	2
CCCCc1c(O)nc(SCCC(=O)O)[nH]c1=O	-8	-2	-3	6	0	2	-1	-6	3
Cc1cccc(-n2cnc(C(=O)NC3CCCCCC3)c2)n1	4	1	-7	3	0	0	-1	-4	-1
O=C1/C(=C/c2ccncc2)SC(=S)N1C1CCS(=O)(=O)C1 (centres undefined)	-14	-48	8	19	-2	-61	.	6	-1
COc1cccc(Oc2ccc3nnc(C(F)(F)F)n3n2)c1	-9	5	22	16	-1	0	0	-7	23
CC(=O)C1C(c2ccccc2)c2c(n[nH]c2C)CC1(C)O (centres undefined)	3	1	4	7	-1	6	0	1	11
CC1=C(C)CC(C(=O)Nc2cccc([N+](=O)[O-])c2)C(C(=O)O)C1 (centres undefined)	-7[fluorescence artefact?]	-1	3	3	1	-17	-2	-7	4
O=C(O)/C(=C\c1cccs1)c1ccc(F)cc1	-5	-1	0	3	-3	1	0	-11	17
O=[N+]([O-])c1ccc(C2NS(=O)(=O)N=C3CCCCCN32)cc1 (centres undefined)	0	-1	3	7	-1	-2	7	-1	6
CCCCCCC1CCC(C(=O)NC(CCSC)C(=O)NC(C(=O)OC)C(C)C)CC1 (centres undefined)	-4	-13	16	28	1	6	-8	-2	1
